From PubChem BioAssay
T cruzi HTS: inhibitors of intracellular Trypanosoma cruzi, primary screen, cell-based, plate reader, single point, set 2; intracellular Trypanosoma cruzi in host cells; activity score (inhibition), % at 5.01 µM; 22,000 compounds, 4.9% hits; in the data active = activity score above about 55%;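 note: parasites and compound incubated about four days before reading; 0% = median of neutral control wells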
INS-1E rescue: protection of INS-1E cells from cytokine death, primary screen, ATP luminescence, single point. INS-1E cytokine-induced death, 48 h; normalised: neutral wells 0, positive control 100. protection from cytokine-induced ATP loss, % at 10 µM. 20,000 compounds, 0.1% hits. AID 488910, 2010;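 active = mean replicate protection from cytokine-induced ATP loss at least 50% and at least 75% of replicates each reaching 50%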
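Material: INS-1E rat cells; Quantity: 8000 cells/well; Buffer or medium: phenol-red-free RPMI with 5% fetal bovine serum; Probe or stimulus: cytokine cocktail of IFN-γ, TNF-α and IL-1β; Compound dosing: single test concentration per compound, delivered by pin transfer; Incubation: 48 h co-treatment, 10 min post-lysis read; Signal: CellTiter-Glo luminescence.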
Starred values were filed as active, the others as inactive; / = not tested or not shown.

Each structure is followed by: INS-1E rescue	T cruzi HTS
COc1ccc(S(=O)(=O)N(C)C[C@H]2Oc3ccc(NC(=O)Nc4c(C)noc4C)cc3C(=O)N([C@@H](C)CO)C[C@H]2C)cc1
  3	-7
C[C@@H]1CCCCO[C@@H](CN(C)C)[C@@H](C)CN([C@H](C)CO)C(=O)c2cc(NC(=O)Nc3cccc4ccccc34)ccc2O1
  6	38
C[C@@H]1CN([C@@H](C)CO)C(=O)Cc2cc(NS(=O)(=O)c3cn(C)cn3)ccc2O[C@@H]1CN(C)S(=O)(=O)c1cn(C)cn1
  -16	-5
Cc1cc(C(=O)Nc2cccc3c2O[C@H](CN(C)S(=O)(=O)c2cn(C)cn2)[C@@H](C)CN([C@H](C)CO)C3=O)n(C)n1
  -4	-22
C[C@H](CO)N1C[C@H](C)[C@H](CN(C)C)Oc2ncc(Br)cc2C1=O
  -1	4
C[C@@H]1CN([C@H](C)CO)C(=O)Cc2cc(NC(=O)NC3CCCCC3)ccc2O[C@H]1CN(C)S(=O)(=O)c1cccs1
  10	-2
C[C@H](CO)N1C[C@H](C)[C@H](CN(C)C(=O)Nc2ccc3c(c2)OCO3)Oc2ccc(NC(=O)NC3CCCCC3)cc2CC1=O
  8	-6
Cc1noc(C)c1S(=O)(=O)N(C)C[C@H]1Oc2c(NS(=O)(=O)c3cn(C)cn3)cccc2C(=O)N([C@@H](C)CO)C[C@H]1C
  4	-11
CCCN(C)C[C@@H]1Oc2ncc(-c3ccc(F)cc3)cc2C(=O)N([C@H](C)CO)C[C@@H]1C
  /	20
Cc1ccc(S(=O)(=O)Nc2ccc3c(c2)C(=O)N([C@H](C)CO)C[C@@H](C)[C@@H](CN(C)S(=O)(=O)c2cn(C)cn2)O3)cc1
  4	-26
C[C@@H]1CN([C@H](C)CO)C(=O)c2cccc(NS(=O)(=O)c3ccccc3)c2O[C@@H]1CN(C)Cc1ccc(-c2ccccc2)cc1
  -11	14
C[C@H](CO)N1C[C@H](C)[C@H](CN(C)CC2CCCCC2)Oc2c(NS(=O)(=O)c3cn(C)cn3)cccc2C1=O
  10	-14
CC(C)NC(=O)Nc1ccc2c(c1)C(=O)N([C@@H](C)CO)C[C@@H](C)[C@H](CN(C)CC1CCCCC1)O2
  9	4
C[C@H](CO)N1C[C@H](C)[C@@H](CN(C)S(=O)(=O)c2ccccc2F)OCc2cnnn2CCCC1=O
  1	-4
C[C@H]1CN([C@@H](C)CO)C(=O)c2cccc(NC(=O)Nc3cccc4ccccc34)c2O[C@H]1CN(C)S(=O)(=O)c1ccc(F)cc1
  8	0
C[C@H](CO)N1C[C@H](C)[C@H](CN(C)Cc2ccccc2)Oc2ccc(NC(=O)NC3CCCCC3)cc2CC1=O
  0	-19
C[C@H]1CN([C@@H](C)CO)C(=O)Cc2cc(NC(=O)Nc3ccc(F)cc3)ccc2O[C@@H]1CN(C)Cc1ccc2c(c1)OCO2
  2	24
C[C@H](CO)N1C[C@H](C)[C@@H](CN(C)Cc2cccnc2)OCc2cnnn2CCCC1=O
  /	-16
C[C@H]1CN([C@@H](C)CO)C(=O)CCCn2nncc2CO[C@H]1CN(C)C(=O)Nc1ccc(C(C)(C)C)cc1
  /	1
Cc1noc(C)c1S(=O)(=O)Nc1ccc2c(c1)C(=O)N([C@H](C)CO)C[C@@H](C)[C@H](CN(C)C(=O)Nc1cccc3ccccc13)O2
  2	-1

(listing goes on)
Each structure is followed by: INS-1E rescue	T cruzi HTS
C[C@H](CO)N1C[C@H](C)[C@H](CN(C)S(=O)(=O)c2ccccc2)Oc2ccc(NC(=O)Cc3cn(C)c4ccccc34)cc2C1=O
  -4	2
C[C@H]1CN([C@@H](C)CO)C(=O)c2cc(NC(=O)NC3CCCCC3)ccc2O[C@@H]1CN(C)S(C)(=O)=O
  8	-2
Cc1ccc(S(=O)(=O)Nc2ccc3c(c2)C(=O)N([C@H](C)CO)C[C@H](C)[C@H](CN(C)Cc2ccc(C(=O)O)cc2)O3)cc1
  /	-9
C[C@@H]1CN([C@@H](C)CO)C(=O)c2cc(NC(=O)CCCN(C)C)ccc2O[C@H]1CN(C)S(=O)(=O)c1cccs1
  -6	-3
C[C@@H]1CN([C@H](C)CO)C(=O)c2cccc(NS(=O)(=O)c3ccccc3)c2O[C@@H]1CN(C)Cc1ccc(Oc2ccccc2)cc1
  -36	9
COc1ccc(S(=O)(=O)Nc2ccc3c(c2)CC(=O)N([C@@H](C)CO)C[C@H](C)[C@H](CN(C)S(=O)(=O)c2ccc(F)cc2)O3)cc1
  0	1
Cc1ccc(S(=O)(=O)N(C)C[C@H]2Oc3ccc(NS(=O)(=O)c4cn(C)cn4)cc3CC(=O)N([C@@H](C)CO)C[C@@H]2C)cc1
  6	-25
C[C@@H]1CN([C@H](C)CO)C(=O)c2cccc(N(C)C)c2O[C@@H]1CN(C)Cc1ccccc1
  -4	-21
CNC[C@H]1Oc2ccc(NC(=O)Nc3ccc4c(c3)OCO4)cc2C(=O)N([C@H](C)CO)C[C@H]1C
  7	-17
Cc1noc(C)c1S(=O)(=O)Nc1ccc2c(c1)CC(=O)N([C@@H](C)CO)C[C@@H](C)[C@@H](CN(C)S(C)(=O)=O)O2
  1	-9
C[C@@H]1CN([C@@H](C)CO)C(=O)c2cccc(NC(=O)NC3CCCCC3)c2O[C@H]1CN(C)S(=O)(=O)c1cccs1
  1	3
C[C@H](CO)N1C[C@H](C)[C@H](CN(C)C(=O)Nc2ccc3c(c2)OCO3)Oc2ncc(-c3cccc(C(F)(F)F)c3)cc2C1=O
  /	67*
C[C@@H]1CN([C@H](C)CO)C(=O)c2cccc(NS(=O)(=O)c3ccc(F)cc3)c2O[C@@H]1CN(C)S(=O)(=O)c1ccc(F)cc1
  2	16
C[C@@H]1CN([C@@H](C)CO)C(=O)CCCn2cc(nn2)CO[C@H]1CN(C)Cc1ccccc1
  /	-24
C[C@@H]1CN([C@H](C)CO)C(=O)c2cc(NS(=O)(=O)c3ccccc3)ccc2O[C@H]1CN(C)C(=O)Nc1ccc(C(F)(F)F)cc1
  -4	4
CC(C)NC(=O)N(C)C[C@H]1Oc2c(NC(=O)Nc3ccccc3)cccc2C(=O)N([C@H](C)CO)C[C@@H]1C
  2	3
C[C@H]1CN([C@@H](C)CO)C(=O)CCCn2cc(nn2)CO[C@@H]1CN(C)S(=O)(=O)c1ccc(C#N)cc1
  /	-23
Cc1ccc(S(=O)(=O)Nc2ccc3c(c2)C(=O)N([C@@H](C)CO)C[C@H](C)[C@H](CN(C)C(=O)Nc2ccc(F)cc2)O3)cc1
  /	2
Cc1noc(C)c1S(=O)(=O)N(C)C[C@H]1OCCCC[C@@H](C)Oc2ccc(N(C)C)cc2C(=O)N([C@H](C)CO)C[C@@H]1C
  8	11
Cc1cc(C(=O)Nc2cccc3c2O[C@@H](CN(C)Cc2ccccc2)[C@H](C)CN([C@H](C)CO)C3=O)n(C)n1
  2	20

Additional records
Each structure is followed by: INS-1E rescue	T cruzi HTS
COc1ccc(S(=O)(=O)N(C)C[C@@H]2Oc3ccc(NS(=O)(=O)c4ccc(F)cc4)cc3CC(=O)N([C@H](C)CO)C[C@@H]2C)cc1
  4	13
C[C@@H]1CN([C@H](C)CO)C(=O)c2cc(NS(=O)(=O)c3cccs3)ccc2O[C@H]1CN(C)S(C)(=O)=O
  -5	-7
Cc1noc(C)c1NC(=O)Nc1cccc2c1O[C@@H](CN(C)Cc1ccc(C(F)(F)F)cc1)[C@H](C)CN([C@@H](C)CO)C2=O
  -7	18
CCCC(O)C#Cc1cnc2c(c1)C(=O)N([C@H](C)CO)C[C@H](C)[C@H](CN(C)S(=O)(=O)c1cccc(OC)c1)O2 (stereo partly drawn)
  /	14
Cc1noc(C)c1S(=O)(=O)Nc1ccc2c(c1)CC(=O)N([C@@H](C)CO)C[C@H](C)[C@@H](CN(C)Cc1ccc3c(c1)OCO3)O2
  -3	41
C[C@H](CO)N1C[C@H](C)[C@@H](CN(C)S(=O)(=O)c2ccc(F)cc2)Oc2ccc(NC(=O)Cc3cn(C)c4ccccc34)cc2C1=O
  1	6
C[C@H](CO)N1C[C@H](C)[C@H](CN(C)Cc2cccc(C(F)(F)F)c2)Oc2ncc(-c3cc4ccccc4o3)cc2C1=O
  /	90*
C[C@H]1CN([C@@H](C)CO)C(=O)c2cc(NS(=O)(=O)c3cccs3)ccc2O[C@H]1CN(C)CC1CCCCC1
  -5	2
C[C@H](CO)N1C[C@H](C)[C@H](CN(C)Cc2ccc(-c3ccccc3)cc2)Oc2c(NC(=O)NC3CCCCC3)cccc2C1=O
  -61	69*
C[C@@H]1CN([C@@H](C)CO)C(=O)Cc2cc(NC(=O)Nc3ccc4c(c3)OCO4)ccc2O[C@@H]1CN(C)S(=O)(=O)c1ccc(F)cc1
  -3	-15
C[C@H]1CN([C@@H](C)CO)C(=O)c2cccc(NC(=O)c3cnccn3)c2O[C@H]1CN(C)C
  7	-39
C[C@@H]1CN([C@H](C)CO)C(=O)CCCn2nncc2CO[C@@H]1CN(C)S(=O)(=O)c1cn(C)cn1
  /	-5
C[C@@H]1CN([C@@H](C)CO)C(=O)c2cc(NS(C)(=O)=O)ccc2O[C@H]1CN(C)C(=O)Nc1ccccc1
  2	-8
C[C@@H]1CN([C@@H](C)CO)C(=O)Cc2cc(NC(=O)CCCN(C)C)ccc2O[C@@H]1CN(C)Cc1ccc(Oc2ccccc2)cc1
  3	-37
COc1ccc(S(=O)(=O)N(C)C[C@@H]2Oc3ccc(NC(=O)C4CCCCC4)cc3CC(=O)N([C@H](C)CO)C[C@H]2C)cc1
  8	8
C[C@@H]1CN([C@H](C)CO)C(=O)c2cccc(NC(=O)c3cnccn3)c2O[C@@H]1CN(C)Cc1ccccc1
  -11	-2
CC(C)NC(=O)Nc1ccc2c(c1)C(=O)N([C@@H](C)CO)C[C@@H](C)[C@@H](CN(C)Cc1ccc(-c3ccccc3)cc1)O2
  /	11
C[C@H]1CN([C@@H](C)CO)C(=O)c2cc(N(C)C)ccc2O[C@@H]1CN(C)S(=O)(=O)c1ccc(Cl)cc1
  0	7
COc1ccc(NC(=O)N(C)C[C@@H]2Oc3c(NS(=O)(=O)c4ccc(F)cc4)cccc3C(=O)N([C@@H](C)CO)C[C@@H]2C)cc1
  -2	1
C[C@H](CO)N1C[C@H](C)[C@@H](CN(C)S(=O)(=O)c2ccccc2)Oc2ccc(NS(=O)(=O)c3cccs3)cc2C1=O
  -3	4

Reprinted at random: 2 records from the list.
Each structure is followed by: INS-1E rescue	T cruzi HTS
C[C@@H]1CN([C@@H](C)CO)C(=O)Cc2cc(NC(=O)CCCN(C)C)ccc2O[C@@H]1CN(C)Cc1ccc(Oc2ccccc2)cc1
  3	-37
C[C@@H]1CN([C@H](C)CO)C(=O)c2cccc(NC(=O)c3cnccn3)c2O[C@@H]1CN(C)Cc1ccccc1
  -11	-2

Next part
Each structure is followed by: INS-1E rescue	T cruzi HTS
C[C@H]1CN([C@@H](C)CO)C(=O)c2cc(NC(=O)Nc3ccccc3)ccc2O[C@H]1CN(C)S(=O)(=O)c1ccc(F)cc1
  5	8
C[C@@H]1CN([C@H](C)CO)C(=O)c2cccc(NC(=O)Nc3ccccc3)c2O[C@H]1CN(C)Cc1ccc(C(=O)Nc2ccccc2N)cc1
  4	76*
COc1ccc(CN(C)C[C@H]2Oc3ccc(NS(=O)(=O)c4cn(C)cn4)cc3C(=O)N([C@H](C)CO)C[C@H]2C)cc1
  -1	-23
O=C(O)CCCCCCC(=O)N/N=C/c1ccc(-c2cccc(Cl)c2)o1
  22	4
C[C@H]1CN([C@@H](C)CO)C(=O)Cc2cc(NC(=O)Nc3cccc4ccccc34)ccc2O[C@@H]1CN(C)CC1CCCCC1
  -24	76*
COc1ccc(CN(C)C[C@H]2OCCCC[C@@H](C)Oc3ccc(NC(=O)C4CCCCC4)cc3C(=O)N([C@H](C)CO)C[C@@H]2C)cc1
  -6	-39
C[C@@H]1CN([C@H](C)CO)C(=O)c2cc(NS(=O)(=O)c3ccc(Cl)cc3)ccc2O[C@@H]1CN(C)Cc1ccncc1
  6	4
O=C(N/N=C/c1cc(F)ccc1O)c1ccccn1
  -55	21
C[C@@H]1CN([C@@H](C)CO)C(=O)c2cc(N(C)C)ccc2O[C@@H]1CN(C)Cc1ccc2c(c1)OCO2
  6	-3

In the list so far, eight have an aryl methoxy group.
Each structure is followed by: INS-1E rescue	T cruzi HTS
COc1ccc(S(=O)(=O)N(C)C[C@H]2Oc3ccc(NC(=O)Nc4c(C)noc4C)cc3C(=O)N([C@@H](C)CO)C[C@H]2C)cc1
  3	-7
COc1ccc(S(=O)(=O)Nc2ccc3c(c2)CC(=O)N([C@@H](C)CO)C[C@H](C)[C@H](CN(C)S(=O)(=O)c2ccc(F)cc2)O3)cc1
  0	1
COc1ccc(S(=O)(=O)N(C)C[C@@H]2Oc3ccc(NS(=O)(=O)c4ccc(F)cc4)cc3CC(=O)N([C@H](C)CO)C[C@@H]2C)cc1
  4	13
CCCC(O)C#Cc1cnc2c(c1)C(=O)N([C@H](C)CO)C[C@H](C)[C@H](CN(C)S(=O)(=O)c1cccc(OC)c1)O2 (stereo partly drawn)
  /	14
COc1ccc(S(=O)(=O)N(C)C[C@@H]2Oc3ccc(NC(=O)C4CCCCC4)cc3CC(=O)N([C@H](C)CO)C[C@H]2C)cc1
  8	8
COc1ccc(NC(=O)N(C)C[C@@H]2Oc3c(NS(=O)(=O)c4ccc(F)cc4)cccc3C(=O)N([C@@H](C)CO)C[C@@H]2C)cc1
  -2	1
COc1ccc(CN(C)C[C@H]2Oc3ccc(NS(=O)(=O)c4cn(C)cn4)cc3C(=O)N([C@H](C)CO)C[C@H]2C)cc1
  -1	-23
COc1ccc(CN(C)C[C@H]2OCCCC[C@@H](C)Oc3ccc(NC(=O)C4CCCCC4)cc3C(=O)N([C@H](C)CO)C[C@@H]2C)cc1
  -6	-39
